# Bioassay records (PubChem)
# N370S GC – inhibits or activates N370S mutant glucocerebrosidase; P04062; N370S GC spleen homogenate, 4MU-glucoside fluorescence; Potency, µM (series often up to 59.4 µM), for the others: at the highest dose activity change, negative = inhibition, most hits filed as inhibitors; actives 0.092% (n = 330,000);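 note: 0% = full enzyme activity and -100% = no enzyme basal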
# TDP1 inh – inhibitors of human tyrosyl-DNA phosphodiesterase TDP1; Q9NUW8; recombinant TDP1, AlphaScreen DNA substrate cleavage; Potency, µM (top dose mostly 130 µM), for inactives: at the highest dose activity change, negative = inhibition, usual class: inhibitors; actives 0.28% (n = 350,000); AID 485290; note: nearly all actives have a fitted effect of over 40% in size
# Target sequence (Q9NUW8 whole entry, looked up): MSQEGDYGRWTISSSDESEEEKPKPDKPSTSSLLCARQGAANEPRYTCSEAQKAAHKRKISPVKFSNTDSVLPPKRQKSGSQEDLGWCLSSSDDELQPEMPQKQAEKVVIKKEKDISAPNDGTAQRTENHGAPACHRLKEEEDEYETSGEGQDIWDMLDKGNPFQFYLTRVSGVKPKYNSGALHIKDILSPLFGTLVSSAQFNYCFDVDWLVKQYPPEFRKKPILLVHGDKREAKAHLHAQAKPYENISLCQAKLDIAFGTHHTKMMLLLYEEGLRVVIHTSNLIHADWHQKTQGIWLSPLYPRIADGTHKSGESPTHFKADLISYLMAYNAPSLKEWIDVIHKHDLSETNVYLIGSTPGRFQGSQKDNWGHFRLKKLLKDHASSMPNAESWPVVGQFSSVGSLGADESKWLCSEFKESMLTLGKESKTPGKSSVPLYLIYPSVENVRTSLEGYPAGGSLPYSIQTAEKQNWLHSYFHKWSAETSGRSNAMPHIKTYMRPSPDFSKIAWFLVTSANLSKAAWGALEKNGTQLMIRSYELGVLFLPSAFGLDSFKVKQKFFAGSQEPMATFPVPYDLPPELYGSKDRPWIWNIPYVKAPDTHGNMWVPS
#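 Recombinant E. coli-expressed Tdp1 (1 nM) preincubated with compound 15 min at RT, then 5'-biotin/3'-phosphotyrosine-FITC DNA substrate (15 nM) added for 5 min. AlphaScreen beads (10 ug/ml) added, 10 min RT; tyrosine-FITC cleavage read as signal loss.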
# FEN1 inh – human FEN1 inhibition; Recombinant FEN1 flap cleavage, fluorescence, 15 min; actives 0.35% (n = 390,000); P39748; Potency, µM (highest dose often 114 µM), inactives show at the highest dose activity change, negative = inhibition, most hits filed as inhibitors; note: nearly all actives have a fitted effect of over 65% in size
# Target sequence (P39748 whole entry, looked up): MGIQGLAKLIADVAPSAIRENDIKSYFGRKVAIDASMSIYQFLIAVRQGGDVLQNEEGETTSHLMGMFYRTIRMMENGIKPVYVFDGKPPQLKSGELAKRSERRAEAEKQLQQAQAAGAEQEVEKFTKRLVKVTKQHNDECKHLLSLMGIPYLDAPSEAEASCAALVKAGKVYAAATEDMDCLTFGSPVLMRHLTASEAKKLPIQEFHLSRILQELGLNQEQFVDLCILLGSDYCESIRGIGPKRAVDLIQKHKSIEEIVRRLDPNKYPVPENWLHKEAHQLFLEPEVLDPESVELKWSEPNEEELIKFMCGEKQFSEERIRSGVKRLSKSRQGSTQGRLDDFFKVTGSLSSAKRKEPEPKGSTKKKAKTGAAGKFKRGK
#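 Quantitative HTS format: each compound was titrated, incubated with 10 nM nuclease for 15 min at room temperature, then challenged with flap substrate at 50 nM final. Signal change over 15 min gave concentration–effect curves.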
# Numbers without * were called inactive; ? = inconclusive; . = not tested or not shown; & = joins results of further samples; [ ] = dose if it differs, or a comment. Calls come from the whole dose curve; as a rule, active = well fitted curve in the direction sought with a large enough effect; inconclusive = small, poorly fitted or top-dose-only effect, or another doubt; inactive = no such curve, though single readings can be large; an effect the other way counts as inactive or inconclusive. Unless noted, % is set by controls: 0 for no effect and ±100 for the full control effect; potency is the fitted concentration of half-maximal effect. An unsorted share of the library; any-hit rate near 0.53%.
SMILES,N370S GC,TDP1 inh,FEN1 inh
O=C(COC(=O)c1cnccn1)Nc1c(Cl)cc(Cl)cc1Cl,.,0%,15%
Cc1cc(C)cc(-n2c(C)cc(/C=N/NC(=O)CSc3ncccn3)c2C)c1,-5%,8%,-16%
COc1ccc(-n2c(=O)[nH]cc(C(=O)Nc3ccc(NC(C)=O)cc3)c2=O)cc1,-3%,4%,6%
COc1ccc(C(=O)NCc2nnnn2-c2ccc(C)c(C)c2)cc1,.,3%,-1%
CCn1cc2nc(SCc3ccccc3)n(Cc3ccc(C)cc3)c(=O)c2n1,.,5%,17%
Cc1ccc2c(Cl)cc(Cl)c(OCC(=O)N3CCCC3)c2n1,-2%,3%,6%
COc1ccc(CCNC(=O)C2CC(=O)N(C3CCCCCCC3)C2)cc1OC (stereo not drawn),0%,3%,2%
O=C(CCNC(=O)c1ccc([N+](=O)[O-])cc1)Nc1ccc(Cl)c(S(=O)(=O)N2CCOCC2)c1,.,3%,-24%
CCCCN(C)C(=O)c1ccc(CS(=O)(=O)c2ccccc2C)o1,3%,-3%,-1%
Fc1ccccc1CSc1ccc(-c2ccco2)nn1,16%,3%,-16%
Cc1ccc(C(=O)NNC(=O)C2CC2)cc1Br,-6%,1%,-12%
CCN1C(=O)C(=O)c2cc(C)ccc21,.,0%,-7%

# Random excerpt: 6 entries already listed, in no set order.
SMILES,N370S GC,TDP1 inh,FEN1 inh
CCn1cc2nc(SCc3ccccc3)n(Cc3ccc(C)cc3)c(=O)c2n1,.,5%,17%
Cc1ccc2c(Cl)cc(Cl)c(OCC(=O)N3CCCC3)c2n1,-2%,3%,6%
Cc1cc(C)cc(-n2c(C)cc(/C=N/NC(=O)CSc3ncccn3)c2C)c1,-5%,8%,-16%
COc1ccc(C(=O)NCc2nnnn2-c2ccc(C)c(C)c2)cc1,.,3%,-1%
O=C(CCNC(=O)c1ccc([N+](=O)[O-])cc1)Nc1ccc(Cl)c(S(=O)(=O)N2CCOCC2)c1,.,3%,-24%
Cc1ccc(C(=O)NNC(=O)C2CC2)cc1Br,-6%,1%,-12%

# Next results follow:
SMILES,N370S GC,TDP1 inh,FEN1 inh
Cc1ccccc1Nc1c(-c2c[nH]c3ccccc23)nc2cccc(C)n12,.,8%,-5%
Cc1cc(C)c(C)c(OCCOCCN2CCN(C)CC2)c1,3%,-4%,-2%
Cc1nc2nc(SCC(=O)C(C)(C)C)[nH]c2cc1Br,12%,-2%,-2%
CCc1ccccc1Nc1ccc(C(=O)O)cc1N,6%,7%,-3%
O=C(Nc1ccc(F)cc1)N1CCn2c(nc3ccccc32)C1,-2%,4%,5%
O=c1c2ccccc2cnn1Cc1n[nH]c(=S)n1-c1ccccc1,3%,6%,-3%
CCOc1ccc(N2CC(C(=O)N/N=C/c3sccc3C)CC2=O)cc1 (stereo not drawn),5%,2%,-8%
Cc1ccc(/C=N/n2c(C3CCCCC3)n[nH]c2=S)cc1,3%,.,6%
C=C(C)COc1ccc(-c2ncnc(C(F)(F)F)c2-c2ccccc2)c(O)c1,5%,.,-6%
CC(=O)Nc1ccc(N(C)C)cc1[N+](=O)[O-],3%,6%,-2%
CCc1c(CN2CCN(c3cccc(C)c3)C(C)C2)csc1C (stereo not drawn),.,3%,13%
COC(=O)c1c(NC(=O)/C=C/C(=O)O)sc(C)c1-c1ccc(C)c(C)c1,6%,3%,5%

# Already shown: an excerpt of the list.
SMILES,N370S GC,TDP1 inh,FEN1 inh
C=C(C)COc1ccc(-c2ncnc(C(F)(F)F)c2-c2ccccc2)c(O)c1,5%,.,-6%
CC(=O)Nc1ccc(N(C)C)cc1[N+](=O)[O-],3%,6%,-2%
CCc1c(CN2CCN(c3cccc(C)c3)C(C)C2)csc1C (stereo not drawn),.,3%,13%
COC(=O)c1c(NC(=O)/C=C/C(=O)O)sc(C)c1-c1ccc(C)c(C)c1,6%,3%,5%

# Following part:
SMILES,N370S GC,TDP1 inh,FEN1 inh
CC(c1nnc(SCC(=O)Nc2cc([N+](=O)[O-])ccc2F)n1Cc1ccccc1)N(C)C (stereo not drawn),-3%,.,-3%
Cc1ccccc1CNC(=O)C1CCC(=O)N(C2CC2)C1 (stereo not drawn),5%,1%,-8%
CCOc1ccc(S(=O)(=O)NCC(c2ccco2)S(=O)(=O)c2ccc(F)cc2)cc1 (stereo not drawn),.,-3%,-17%
Cn1ccc2c(OCC(=O)Nc3cc(C(F)(F)F)ccc3Cl)cccc2c1=O,.,-3%,-13%
S=C1NCN(Cc2cccnc2)CN1c1cccc(Cl)c1,5%,5%,-3%
Cc1cccc(C)c1NC(=S)N/N=C/c1ccccc1C(=O)O,-1%,-11%,5%
CCn1c(/C=C/N(C)c2ccccc2)[n+](CC)c2ccc(Cl)cc21,-16%,0%,-16%
COc1ccc(CCNC(=O)c2cccc(S(=O)(=O)N3CCc4ccccc4C3)c2)cc1,.,-3%,-17%
CCc1cccc(NC(=O)CSc2nncn3c2cc2sccc23)c1,.,0%,-5%
CCC1CCCCN1CCCNC(=O)c1[nH]c2ccccc2c1Sc1ccc(Cl)cc1 (stereo not drawn),.,6%,6%
CN1CCN(c2ccc(Cl)cc2NC(=O)c2cc(=O)[nH]c3ccccc23)CC1,.,1%,-7%
COc1cccc(F)c1C(=O)NC(=O)Nc1ccc2nc(C)oc2c1,-4%,?,7%
Cn1nccc1NC(=O)CSCC(=O)O,1%,1%,1%
COCCNC(=O)CS(=O)Cc1nc(-c2ccccc2C)oc1C (stereo not drawn),5%,4%,-15%
CCc1ccccc1NC(=O)c1ccc2nc(CCc3ccccc3)oc2c1,.,-7%,-3%
CC(C)OC(=O)c1c(NC(=O)c2cnn3c2NC(c2ccccc2)CC3C(F)(F)F)sc2c1CCCC2 (stereo not drawn),-6%,4%,-13%
CCn1c(=O)c2sccc2n2c(CCC(=O)Nc3ccc(OC)c(Cl)c3)nnc12,.,0%,18%
COc1ccccc1N1CCN(C(=O)Cn2nnc(-c3ccncc3)n2)CC1,-18%,2%,-13%
O=C(COC(=O)C1Cc2ccccc2CN1C(=O)c1ccccc1)Nc1ccc(SC(F)F)cc1 (stereo not drawn),0%,2%,-11%
CCc1ccc(N2CCN(CCNC(=O)Nc3ccc(OC)cc3)CC2)cc1,-7%,.,20%
Cc1cccn2c(CN(C)C3CCOC3)c(C(=O)N3CCCCC3)nc12 (stereo not drawn),1%,7%,14%
CCOc1ccc(NC(=O)c2cc3cc(C)ccc3n2C)cc1,.,4%,4%
Clc1ccc(-c2nc(Cc3ccccc3Cl)no2)cc1,3%,-4%,1%
COc1cc(/C(C)=N/N2CCN(c3ccccc3OC)CC2)ccc1O,1%,7%,-5%
C=CCNC(=O)N1CCc2nc(CCCC)c3c(c2C1)CO[C@@H](C)C3,-11%[12.8 µM],5%[12.3 µM],.
Cc1ccc(Nc2nc(N)nc(-c3oc4ccccc4c3C)n2)cc1,-2%,0%,-6%
FC(F)Sc1ccc(N=C2NN=C(c3ccc4c(c3)OCCO4)CS2)cc1,3%,10%,-11%
CN(C)C(=O)c1ccccc1-c1ccccc1,6%,-1%,-14%
Cc1cc(C(=O)NCCc2ccc(S(=O)(=O)NC(=O)NN3CCCCCC3)cc2)no1,-1%,3%,.
COC(C(=O)NCc1ccc(C)cc1)c1ccccc1 (stereo not drawn),8%,4%,-10%
O=C(COC(=O)c1ccc2[nH]c3c(c2c1)CCCC3)NC1CCS(=O)(=O)C1 (stereo not drawn),-5%,2%,1%
Cc1ccc(S(=O)(=O)N2CCN(S(C)(=O)=O)C2)cc1,3%,2%,40%
CNC(=O)c1cc(C(=O)c2c(Cl)cccc2Cl)c[nH]1,25%,5%,1%
CCN(CC)S(=O)(=O)c1ccc(NC(=O)Cn2ncc3c([nH]c4ccccc43)c2=O)cc1,.,2%,7%
COc1ccc(S(=O)(=O)N2CCN(c3ccc(F)cc3)CC2)cc1C(=O)N1CCOCC1,-4%,.,-1%
Cc1ccccc1C(=O)NNC(=O)CSc1nc(-c2ccccc2)cc(=O)[nH]1,-11%,-5%,-7%
CCOc1ccc(NC(=O)Cn2cc(C(C)=O)c3ccccc32)cc1,-20%,.,-5%
N#Cc1ccc(N2Cc3ccccc3C2=NC(=O)c2cccnc2Cl)cc1,15%,3%,-8%
CCc1cc2ccc(OC)cc2nc1SCC(=O)Nc1cc(C)on1,29%,8%,7%
CC(=O)c1cnn(-c2cc(Oc3ccc(F)cc3)ncn2)c1C,5%,2%,-1%
Cc1ccc(C(=O)NCCNC(=O)c2ccc(C)o2)o1,-2%,1%[56.1 µM],-12%
CC(C)(C)c1cc2nc3c(c(=O)n2[nH]1)CN(Cc1ccccc1)C3=O,8%,-3%,3%
Cc1oc2ccc(OS(C)(=O)=O)cc2c1C(=O)OC(C)C,3%,1%,1%
CCc1nc2nc(C)c(NS(=O)(=O)c3ccc(Br)s3)c(=O)n2[nH]1,-12%,12%,1%
CCOc1ccc(CNS(=O)(=O)c2ccc(-c3coc(C)n3)cc2)cc1,-17%,.,15%
O=C(CC(Nc1ccc(F)cc1)C(=O)OCC(=O)c1cccs1)c1ccccc1 (stereo not drawn),8%,5%,3%
CCOC(=O)CSc1ccc(S(=O)(=O)N2CCC(C)CC2)cc1[N+](=O)[O-],0%,0%,-5%
Cc1noc(C)c1COc1ccc(C(=O)OCC(=O)c2ccc3c(c2)OCCO3)cc1,3%,2%,9%
COc1cc(NC(=S)NC(=O)c2ccc(C(C)(C)C)cc2)ccc1NC(=O)c1cccs1,7%,5%,-17%
Cc1cc(NC(=O)c2cc(-c3ccc(Br)cc3)on2)no1,-4%,1%,-1%
CCOc1cccc(C2CC(=O)Nc3cc4c(cc32)OCCO4)c1 (stereo not drawn),.,4%,-13%
COC(=O)c1ccccc1NC(=S)NC(=O)COc1ccccc1Cl,9%,2%,-8%
COc1cc(NC(=O)C(NC(=O)C2CCC(C)CC2)C(C)C)cc(OC)c1OC (stereo not drawn),.,6%,-5%
COC(=O)[C@@H]1C[C@H]2CC[C@H](O)C[C@H]2N1Cc1ccc(C(C)(C)C)cc1,-6%&-7%,5%&2%,4%
CC1CCN(C(=O)C2CCN(c3nnc(-n4cccc4)s3)CC2)CC1,0%,3%,-11%
Cc1ccc(-c2nn3nnnc3c3ccccc23)cc1C,-12%,4%,6%
CCOC(=O)c1sc(N/N=C/c2cc(Br)c(O)c(OC)c2)nc1C,-2%,.,-21%
O=C(CCn1c(=O)c2sccc2n(CC(=O)NCc2ccco2)c1=O)NCc1ccccc1,6%,3%,12%
COc1cc2nc(CN3CCN(S(=O)(=O)c4ccccc4)CC3)[nH]c(=O)c2cc1OC,4%,1%,-12%
CCOC(=O)C(NCCc1ccccc1F)(NC(=O)CC)C(F)(F)F (stereo not drawn),6%,8%,-1%
# Later entries.
SMILES,N370S GC,TDP1 inh,FEN1 inh
O=C(Nc1nnc(-c2ccco2)o1)c1ccc2ccccc2c1,-1%,8%,10%
CC1=NN2C(=N)/C(=C\c3cc(C)n(-c4ccc(C)cc4)c3C)C(=O)N=C2S1,4%,1%,-2%
CCC(C)(C(=O)NC1CCCCC1)N(C(=O)CC1NC(=O)NC1=O)c1c(C)n(C)n(-c2ccccc2)c1=O (stereo not drawn),-9%,9%,-8%
Cc1ccc2nc(SCCC#N)nc(C)c2c1,0%,9%,-7%
CCOc1ccc(-c2nn(-c3ccccc3)cc2/C=C2\SC(=S)N(C3CCS(=O)(=O)C3)C2=O)cc1 (stereo not drawn),-1%,5%,-1%
Brc1ccc(OCc2nc(-c3ccccn3)n[nH]2)cc1,5%[12.8 µM],13%,-11%
COc1ccc(C(=O)NCCSCc2ccc(C)cc2)cc1,.,-2%,-7%
Cn1c(SCc2nc3ccccc3s2)nnc1-c1cccs1,9%,-3%,2%
COc1ccccc1N(C(=O)c1snc(C(N)=O)c1N)C(C(=O)NCCC(C)C)c1ccco1 (stereo not drawn),?,-4%,11%
COc1ccc(CCNC(=O)c2ccc(CSc3ccccc3)o2)cc1,10%,5%,-12%
O=C1CCc2ccccc2N1,-4%,3%,19%
COc1ccc(S(=O)(=O)N2CCN(C)CC2)cc1NC(=O)c1ccccc1,-3%,0%,-3%
CCN(CC(=O)Nc1ccccc1OC)C(=O)CN1C(=O)NC(C)(c2ccccc2)C1=O (stereo not drawn),.,0%,1%
CCN(CC)S(=O)(=O)c1ccc2oc(C(=O)NC(C)C)c(C)c2c1,-1%,7%,-12%
Cc1ccc(-n2ncc3c2CCCC3NC(=O)CCN2CCCC2=O)cc1C (stereo not drawn),0%,3%,-14%
CSc1nc2nccc(/C=C\c3ccccc3)n2n1,6%,5%,10%
COc1cccc(OCc2ccc(C(=O)NCC3CCCO3)cc2)c1 (stereo not drawn),-16%,6%,-5%
O=C(CN1CCOCC1)N/N=C/c1ccc(-c2ccc(C(=O)O)cc2)o1,-24%,32µM*,10%
CC(C)NC(=O)COc1nncc2ccccc12,-11%,0%,5%
Cc1ccc(C(=O)Nc2cc3c(cc2N2CCCCC2)n(C)c(=O)n3C)cc1,1%,-11%,19%
COc1ccc(-n2c(SCC#N)nc3c(sc(=S)n3-c3ccccc3)c2=O)c(OC)c1,-5%,.,8%
O=C(NC1CCCC1)C(c1cccnc1)N(Cc1ccccc1F)C(=O)c1csnn1 (stereo not drawn),-12%,3%[0.0935 µM],0%
